# PPC-1+TRAIL kill – compounds killing PPC-1 cancer cells with TRAIL present, primary screen, TRAIL potentiator project, ATPLite luminescence, uHTS; PPC-1 cells + TRAIL, ATPLite viability luminescence; 220,000 tested, 0.41% active; cell killing (% activity), % at 4 µM; AID 1443, 2008;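 active = cell killing above 50% in the first pass at 4 µM, then a duplicate retest at 5 µM averaging 50% or more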;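 note: plate controls were cells with TRAIL plus DMSO for no effect and medium-only wells lacking cells for full effect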
# CHOP inhibitor – inhibitors of CHOP promoter induction, primary screen, cell-based, unfolded protein response, luciferase reporter | CHO-K1 CHOP-promoter luciferase, tunicamycin-induced, 15-18 h | 220,000 tested, 3.8% active | inhibition, % at 10 µM;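 active = compounds that reduced the stress-induced luciferase reporter signal by more than about 70% of percent inhibition, limit read from the data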;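 note: 0% = tunicamycin plus vehicle and 100% = wells without tunicamycin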
# zfTRPN1 agonist – zebrafish TRPN1 channel agonists, primary screen, cell-based, HEK293, calcium fluorescence; transient receptor potential cation channel N1 (TRPN1/NompC), Danio rerio; HEK293 zebrafish TRPN1-YFP, Fluo-8 calcium fluorescence; 100% = response to 87 µM carbachol; activation, % at 3 µM; 220,000 tested, 0.18% active; AID 1424, 2008;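 active = activation above its plate's cutoff, the mean activation of test wells on that plate plus 3 SD, cut at about 19% in these data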;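 note: 0% = DMSO alone and 100% = 87 µM carbachol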
#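 Material: zebrafish TRPN1-YFP in HEK293 cells; Doses: single test compound dose, 3 µM nominal, 0.3% DMSO; Timing: dye loading 1 h at 37 °C, then 30 min room temperature; Technique: intracellular calcium fluorescence with Fluo-8; Benchmarks: high carbachol 87 µM, low DMSO alone.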
# Ba/F3 V617F tox – reduced viability of JAK2V617F-dependent Ba/F3 cells, primary screen, JAK2V617F inhibitor project, cell-based, Ba/F3 EpoR-JAK2V617F, luminescence. ATP luminescence. inhibition, % at 5.6 µM. 220,000 tested, 1.1% active. AID 1446, 2008;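 active = inhibition above the campaign mean plus 3 SD over all tested compounds, cut at about 24% in these data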;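 note: cytokine-independent growth of Ba/F3 cells driven by EpoR plus mutant JAK2; 0% = DMSO-treated cells and 100% = JAK inhibitor I control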
# TRPML3 ag – human TRPML3 channel agonists, primary screen, cell-based, HEK293 TRPML3-YFP, Fluo-8 calcium fluorescence, 3 µM. activation, % at 3 µM. 100% = the carbachol control signal. Mucolipin-3 (Homo sapiens), Q8TDD5. 220,000 tested, 0.29% active;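 active = activation above its plate's cutoff, the mean activation of the plate's test wells plus 3 SD, cut at about 12% in these data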;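 note: 0% = DMSO only wells and 100% = carbachol wells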
# Target sequence (Q8TDD5 whole entry, looked up): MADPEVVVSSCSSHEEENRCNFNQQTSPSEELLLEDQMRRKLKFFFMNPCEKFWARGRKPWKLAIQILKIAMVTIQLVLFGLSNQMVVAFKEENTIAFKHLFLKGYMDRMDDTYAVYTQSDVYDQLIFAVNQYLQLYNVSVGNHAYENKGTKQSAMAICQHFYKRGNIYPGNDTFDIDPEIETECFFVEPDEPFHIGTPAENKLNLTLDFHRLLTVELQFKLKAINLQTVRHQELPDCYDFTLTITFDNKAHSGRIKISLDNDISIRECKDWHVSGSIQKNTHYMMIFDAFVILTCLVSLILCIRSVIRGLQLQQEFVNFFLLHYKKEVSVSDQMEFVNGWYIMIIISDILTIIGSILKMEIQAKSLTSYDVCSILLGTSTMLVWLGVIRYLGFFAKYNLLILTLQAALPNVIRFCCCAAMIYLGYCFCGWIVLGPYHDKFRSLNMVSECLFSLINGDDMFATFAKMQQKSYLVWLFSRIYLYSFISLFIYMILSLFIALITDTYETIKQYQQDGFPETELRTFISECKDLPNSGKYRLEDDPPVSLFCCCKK
#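 Test system: HEK293 cells stably carrying human TRPML3-YFP; Doses: single dose, 3 µM final nominal compound, 0.3% DMSO final; Schedule: dye loading 1 h 37 °C then 30 min ambient, 125 s read; Technique: Fluo-8 calcium fluorescence; Benchmarks: high control carbachol 87 µM, low control DMSO.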
# Wee1 stabilizer – Wee1 degradation inhibitors, primary screen, cell-based, HeLa, Wee1K328M-luciferase, luminescence. Wee1-like protein kinase (Homo sapiens), P30291. HeLa Luc-Wee1K328M stability; 100% = proteasome inhibitor MG132 effect. reporter increase, % at 5 µM. 220,000 tested, 1.2% active. AID 1321, 2008;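 active = activation above the mean of all tested compounds plus 3 SD, set per screening run, cut at about 8.8% in these data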;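 note: cells exposed to compound for 20 h before luminescence read; 0% = DMSO alone and 100% = MG132 at 30 µM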
# TNF death inh – inhibitors of TNF-alpha triggered necroptosis, primary screen, cell-based, Jurkat FADD-/-, single concentration; Jurkat FADD-/- TNF necroptosis rescue, ATP luminescence, 24 h; 0 = TNF only, 100 = no-TNF cells; activation (protection from cell death), % at 10 µM; 220,000 tested, 0.068% active; AID 463075, 2010;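 active = activation, meaning protection from cell death, of at least 50% relative to plate controls; inactive = activation below 50%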;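 note: necroptosis triggered by 40 ng/mL TNF-alpha added together with compound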
# BaF3 parental – parental Ba/F3 cell viability inhibition, counter-screen for JAK2V617F inhibitor project, murine pro-B, CellTiter-Glo luminescence; 220,000 tested, 1.1% active; inhibition, % at 5.6 µM; CellTiter-Glo ATP luminescence; AID 1486, 2009;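 active = inhibition above a per-campaign cutoff, the mean inhibition of all tested compounds plus 3 SD, cut at about 27% in these data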;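 note: 0% = DMSO wells and 100% = JAK Inhibitor I control wells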
# RBBP9 inh – human RBBP9 inhibitors, primary screen, biochemical, fluorescence polarization, FP-Rh probe, HTS; recombinant RBBP9; 220,000 tested, 0.2% active; AID 1515, 2009; inhibition, % at 7.94 µM;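 active = inhibition above the campaign mean of all tested compounds plus 3 SD, cut at about 14% in these data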;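 note: plate controls were DMSO wells with RBBP9 for no effect and wells lacking RBBP9 protein for full effect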
# Target sequence (O75884 whole entry, looked up): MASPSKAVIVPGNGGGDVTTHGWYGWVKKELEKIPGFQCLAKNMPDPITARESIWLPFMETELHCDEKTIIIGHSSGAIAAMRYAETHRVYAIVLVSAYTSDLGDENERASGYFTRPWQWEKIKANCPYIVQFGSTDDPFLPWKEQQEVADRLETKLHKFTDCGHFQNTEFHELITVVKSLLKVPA
#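 Measured by – fluorescence polarization · Test system – RBBP9 protein · Input – 2.5 µM RBBP9 dispensing solution, before mixing · Measure – percent inhibition from mP, scaled between DMSO and no-protein wells · Benchmarks – DMSO-treated enzyme wells and wells lacking RBBP9 · Times – preincubation 30 min plus labeling 45 min at 25 °C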
# * hit, by the source's call; . = no result given; [ ] = another dose, or the depositor's remark.
# Short keys – A = PPC-1+TRAIL kill; B = CHOP inhibitor; C = zfTRPN1 agonist; D = Ba/F3 V617F tox; E = TRPML3 ag; F = Wee1 stabilizer; G = TNF death inh; H = BaF3 parental; I = RBBP9 inh
SMILES: COc1ccc(CCNC(=O)C23CCC(C)(C(=O)C2=O)C3(C)C)cc1OC (centres undefined)
  A: 18; B: -27; C: 0.6; D: -2; E: 0.5; F: -3; G: 0.8; H: 4; I: -4

SMILES: Cc1ccc(N=C(NO)c2nonc2N)cc1
  A: 16; B: -18; C: -1.0; D: -2; E: -0.1; F: 1; G: -4.4; H: 5; I: -9

SMILES: CCN(CC)c1ccc(/C=N/N2CCN(Cc3ccc(C)cc3)CC2)c(O)c1
  A: -8; B: 42; C: 0.8; D: -1; E: -0.1; F: -1; G: -1.3; H: 3; I: -1

SMILES: C=CCSc1ncccc1C(=O)NCc1ccc(C)cc1
  A: 9; B: -17; C: -1.6; D: -1; E: -0.5; F: 1; G: 1.4; H: 0; I: -11

SMILES: CCCCNC(=O)CSc1nnc(Cc2ccccc2)n1CC
  A: 17; B: -2; C: -0.7; D: -3; E: 0.3; F: 0; G: 0.1; H: -1; I: -5

SMILES: O=S(=O)(Cc1ccc(Cl)cc1)Nc1ccc2c(c1)OCO2
  A: 12; B: -4; C: -0.1; D: -1; E: 0.0; F: 2; G: 2.5; H: 5; I: 4

SMILES: Brc1ccc(-c2nnc(Cc3ccccc3)o2)cc1
  A: 10; B: 3; C: -1.7; D: -1; E: -0.7; F: -1; G: 1.2; H: 0; I: -4

SMILES: COc1ccc(/C=C/C(=O)c2c(O)ccc3c(C)cc(=O)oc23)cc1
  A: 14; B: -20; C: 2.8; D: 1; E: 0.8; F: 0; G: -2.3; H: 5; I: 0

SMILES: CCN(CC)S(=O)(=O)c1ccc(C(=O)NNC(=O)c2cccs2)cc1
  A: 24; B: -13; C: 1.1; D: -1; E: 0.9; F: 2; G: 0.0; H: 7; I: -6

SMILES: COc1cccc(-n2c(SCC(N)=O)nc3c([nH]c4ccccc43)c2=O)c1
  A: 33; B: -20; C: 3.0; D: -1; E: 1.0; F: 1; G: -0.5; H: 5; I: -4

# 9 neighbouring entries out of the list so far, for reference:
# Short keys – A = PPC-1+TRAIL kill; B = CHOP inhibitor; C = zfTRPN1 agonist; D = Ba/F3 V617F tox; E = TRPML3 ag; F = Wee1 stabilizer; G = TNF death inh; H = BaF3 parental; I = RBBP9 inh
SMILES: Cc1ccc(N=C(NO)c2nonc2N)cc1
  A: 16; B: -18; C: -1.0; D: -2; E: -0.1; F: 1; G: -4.4; H: 5; I: -9

SMILES: CCN(CC)c1ccc(/C=N/N2CCN(Cc3ccc(C)cc3)CC2)c(O)c1
  A: -8; B: 42; C: 0.8; D: -1; E: -0.1; F: -1; G: -1.3; H: 3; I: -1

SMILES: C=CCSc1ncccc1C(=O)NCc1ccc(C)cc1
  A: 9; B: -17; C: -1.6; D: -1; E: -0.5; F: 1; G: 1.4; H: 0; I: -11

SMILES: CCCCNC(=O)CSc1nnc(Cc2ccccc2)n1CC
  A: 17; B: -2; C: -0.7; D: -3; E: 0.3; F: 0; G: 0.1; H: -1; I: -5

SMILES: O=S(=O)(Cc1ccc(Cl)cc1)Nc1ccc2c(c1)OCO2
  A: 12; B: -4; C: -0.1; D: -1; E: 0.0; F: 2; G: 2.5; H: 5; I: 4

SMILES: Brc1ccc(-c2nnc(Cc3ccccc3)o2)cc1
  A: 10; B: 3; C: -1.7; D: -1; E: -0.7; F: -1; G: 1.2; H: 0; I: -4

SMILES: COc1ccc(/C=C/C(=O)c2c(O)ccc3c(C)cc(=O)oc23)cc1
  A: 14; B: -20; C: 2.8; D: 1; E: 0.8; F: 0; G: -2.3; H: 5; I: 0

SMILES: CCN(CC)S(=O)(=O)c1ccc(C(=O)NNC(=O)c2cccs2)cc1
  A: 24; B: -13; C: 1.1; D: -1; E: 0.9; F: 2; G: 0.0; H: 7; I: -6

SMILES: COc1cccc(-n2c(SCC(N)=O)nc3c([nH]c4ccccc43)c2=O)c1
  A: 33; B: -20; C: 3.0; D: -1; E: 1.0; F: 1; G: -0.5; H: 5; I: -4

# Continued.
# Short keys – A = PPC-1+TRAIL kill; B = CHOP inhibitor; C = zfTRPN1 agonist; D = Ba/F3 V617F tox; E = TRPML3 ag; F = Wee1 stabilizer; G = TNF death inh; H = BaF3 parental; I = RBBP9 inh
SMILES: CCN(CC)C(=O)C[n+]1cccc(/C=N/O)c1
  A: 18; B: 20; C: 1.4; D: -2; E: 0.6; F: 1; G: 1.0; H: 5; I: 6

SMILES: Cc1ccc2cc(C#N)c(NCCNC(=S)NCCCN3CCOCC3)nc2c1
  A: .; B: 25; C: -1.9; D: -1; E: -0.1; F: -1; G: -3.6; H: 4; I: -7

SMILES: OC(CNCc1ccccc1)c1ccccc1 (centres undefined)
  A: 13; B: 2; C: 0.1; D: -1; E: 0.5; F: 1; G: 1.1; H: -3; I: 3

SMILES: CCOC(=O)C1CCCN(C(=O)c2cn(CC(C)C)c(=O)c3cc(OC)c(OC)cc23)C1 (centres undefined)
  A: -20; B: -24; C: -0.2; D: -2; E: 0.1; F: 0; G: 0.9; H: 2; I: 2

SMILES: O=C(COc1ccccc1[N+](=O)[O-])Nc1cccnc1
  A: 19; B: -25; C: 1.3; D: -1; E: 0.9; F: 2; G: -0.6; H: 2; I: -6

SMILES: O=[N+]([O-])c1ccc(OCCN2CCNCC2)cc1
  A: -5; B: -1; C: 2.3; D: 2; E: 1.6; F: 0; G: 1.3; H: 0; I: -4

SMILES: O=C(N/N=C/c1cccs1)c1cccc2cc[nH]c12
  A: .; B: 37; C: -0.6; D: 1; E: 0.5; F: 0; G: -6.2; H: 4; I: 5

SMILES: Cc1ccc(OCC(=O)N/N=C\c2ccc(-c3cccc(C(=O)O)c3)o2)c(C)c1
  A: -11; B: -3; C: 0.6; D: 4; E: 0.6; F: 3; G: 2.1; H: 10; I: 0

SMILES: Cc1cc(NCCCN)nc(-c2ccccc2O)n1
  A: 33; B: 101*; C: 1.2; D: -2; E: 0.3; F: 2; G: -3.0; H: 3; I: 1

SMILES: O=C(COC(=O)c1ccc[nH]c1=O)Nc1ccc(S(=O)(=O)N2CCCC2)cc1
  A: 11; B: -1; C: 0.3; D: -1; E: -0.1; F: -2; G: 2.0; H: -5; I: -1

# Short keys – A = PPC-1+TRAIL kill; B = CHOP inhibitor; C = zfTRPN1 agonist; D = Ba/F3 V617F tox; E = TRPML3 ag; F = Wee1 stabilizer; G = TNF death inh; H = BaF3 parental; I = RBBP9 inh
SMILES: CCCCN(CCCC)CCNC(=O)CSCc1ccc(C)cc1
  A: 21; B: 23; C: -1.7; D: 3; E: -0.1; F: 8; G: 1.2; H: 5; I: -6

SMILES: O=C(c1ccccc1)N1CCC(c2nc(-c3ccc(S(=O)(=O)N4CCOCC4)cc3)no2)CC1
  A: 7; B: 57; C: 7.7; D: 4; E: 2.0; F: 0; G: -7.5; H: 9; I: -5

SMILES: CCc1ccc(-c2ccc(SCC(=O)Nc3nnc(C)s3)nn2)cc1
  A: 74*[5 µM]; B: 17; C: 1.9; D: 6; E: 0.9; F: 0; G: 0.0; H: 12; I: -3

SMILES: CCn1cc(C(=O)NCC2CCCO2)c(=O)c2cc(S(=O)(=O)N3CCC(C)CC3)ccc21 (centres undefined)
  A: 20; B: 28; C: 1.3; D: 4; E: 0.7; F: 1; G: -5.3; H: 4; I: -6

SMILES: COc1cc(C(c2sc3nc(C)nn3c2O)N2CCOCC2)cc(OC)c1OC (centres undefined)
  A: .; B: -8; C: 0.3; D: 0; E: 0.7; F: 1; G: 0.8; H: 2; I: -5

# 2 compounds drawn at random from the list so far:
# Short keys – A = PPC-1+TRAIL kill; B = CHOP inhibitor; C = zfTRPN1 agonist; D = Ba/F3 V617F tox; E = TRPML3 ag; F = Wee1 stabilizer; G = TNF death inh; H = BaF3 parental; I = RBBP9 inh
SMILES: O=C(c1ccccc1)N1CCC(c2nc(-c3ccc(S(=O)(=O)N4CCOCC4)cc3)no2)CC1
  A: 7; B: 57; C: 7.7; D: 4; E: 2.0; F: 0; G: -7.5; H: 9; I: -5

SMILES: CCn1cc(C(=O)NCC2CCCO2)c(=O)c2cc(S(=O)(=O)N3CCC(C)CC3)ccc21 (centres undefined)
  A: 20; B: 28; C: 1.3; D: 4; E: 0.7; F: 1; G: -5.3; H: 4; I: -6
